# Bioassay records deposited in PubChem by Johns Hopkins Ion Channel Center.
# CHT allo act = human CHT allosteric activation; Q9GZV3; CHT-expressing cells, membrane potential dye, choline EC20; active compounds read high; LV-AA mutant CHT in HEK293 cells; B-score at 10 µM; hit rate 0.49% among 310,000;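 active = initial fluorescence not abnormally high and integrated response B-score, plate-corrected, over 3 SD above library mean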
# Target sequence (Q9GZV3 whole entry, looked up): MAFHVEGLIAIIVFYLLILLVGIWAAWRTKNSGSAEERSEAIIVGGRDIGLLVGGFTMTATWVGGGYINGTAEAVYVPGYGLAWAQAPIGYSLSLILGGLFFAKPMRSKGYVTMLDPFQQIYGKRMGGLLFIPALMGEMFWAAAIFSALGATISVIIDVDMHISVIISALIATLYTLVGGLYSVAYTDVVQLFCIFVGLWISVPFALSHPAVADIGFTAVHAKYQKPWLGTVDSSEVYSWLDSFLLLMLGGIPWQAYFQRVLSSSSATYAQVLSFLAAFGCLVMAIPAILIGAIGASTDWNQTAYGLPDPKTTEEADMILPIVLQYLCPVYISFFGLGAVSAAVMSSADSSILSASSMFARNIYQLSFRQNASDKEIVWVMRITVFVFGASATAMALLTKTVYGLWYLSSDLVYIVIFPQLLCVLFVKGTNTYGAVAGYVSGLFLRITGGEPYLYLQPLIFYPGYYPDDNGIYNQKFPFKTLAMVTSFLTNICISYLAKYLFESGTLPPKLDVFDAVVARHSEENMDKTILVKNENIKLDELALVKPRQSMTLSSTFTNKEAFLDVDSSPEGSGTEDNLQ
# CHT block = human CHT choline transport inhibition; CHT-expressing cells, membrane potential dye, choline response; active compounds read low; hit rate 0.86% among 310,000; B-score at 10 µM;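 active = B-score over 3 SD under the library average, and starting fluorescence ratio not unusually high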;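 also: choline stimulus applied at its EC90 after an EC20 pre-addition; B-score computed on integrated fluorescence ratio after choline addition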
# Numbers without * were called inactive; i = inactive.
compound	CHT allo act	CHT block
O=C(COC(=O)C1CCC(=O)N1)Nc1cc(Cl)ccc1Cl (stereo unspecified)	i	i
O=C(Nc1ccccc1N1CCOCC1)c1ccc2ccccc2c1	i	i
O=C(CCN1C(=O)c2ccccc2S1(=O)=O)Nc1ccc(C(=O)O)cc1	i	i
O=C1C=C(O)C(n2cncn2)C(c2cc(F)ccc2F)C1 (stereo unspecified)	i	i
CCOc1ccc(N(CC(=O)NCCSCc2ccccc2Cl)S(C)(=O)=O)cc1	i	i
COc1ccc(C(=O)N[C@H](C(=O)NCc2ccc(C)cc2)C(C)C)cc1	i	i
COc1ccccc1CCC(=O)Oc1ccc(C#N)cc1OC	i	i
COc1ccccc1C(=O)Nc1nnc(S(=O)(=O)N2CCN(c3ccc(F)cc3)CC2)s1	i	i
COc1cc(/C=N/NC(=O)c2cc(-c3ccccc3OC(C)C)nc3ccccc23)ccc1O	i	i
CC(C)c1ccc(S(=O)(=O)N2CCC(C(=O)NCC3(N(C)C)CCCCC3)CC2)cc1	i	-6.05*

# Additional results follow.
compound	CHT allo act	CHT block
C/C(=N\NC(=O)CN(c1ccccc1)S(C)(=O)=O)c1ccccc1O	i	i
O=S(=O)(Cc1cc(Cl)nc(-c2cccnc2)n1)c1ccccc1	i	-6.86*
CCOc1ccc(-n2c(C)nnc2SCC(=O)N(CC)CC)cc1	i	i
C=CCn1c(SCC(=O)Nc2ccccc2C)nc(O)cc1=O	i	i
O=C(Nc1cccc(C(F)(F)F)c1)Nc1ccon1	i	i
O=C(Nc1ccccc1)N(CCCN1CCOCC1)Cc1cccs1	i	i
Cc1ccc(Cn2cc(S(=O)(=O)c3ccc(Cl)cc3)c(=O)c3cc(F)ccc32)cc1	i	i
COc1ccccc1C(=O)Nc1ccnn1C1CCN(C(C)CSC)CC1 (stereo unspecified)	i	i
COc1ccc(N2CCN(C(=O)CSc3nnc4c(C)cc5c(C)cc(C)cc5n34)CC2)cc1	i	i
CCOC(=O)c1c(C)n(CCNC(C)=O)c2ccc(O)cc12	i	i

# The list continues:
compound	CHT allo act	CHT block
O=C1c2ccccc2C(=O)N1CCCCSc1nnc(-c2ccc(OC(F)F)cc2)o1	i	i
CCN(CC(=O)NC1CCS(=O)(=O)C1)S(=O)(=O)c1ccc(C)c(C)c1 (stereo unspecified)	i	i
CC(=O)N1CCc2ccc(S(=O)(=O)N3CCc4ccccc43)cc21	i	i
CCOc1ccccc1NC(=O)Nc1cccc(C(C)=O)c1	i	i
Cc1onc(-c2ccccc2Cl)c1C(=O)NC(=S)Nc1ccccc1F	i	i
O=C(CCN1C(=O)/C(=C/c2ccccc2Cl)SC1=S)Nc1cccnc1	i	i
CCn1c(SCC(=O)NC(C)C(C)C)nc2cc(S(=O)(=O)N3CCOCC3)ccc21 (stereo unspecified)	i	i
CCOc1ccc(C(CC(=O)O)NC(=O)c2ccco2)cc1OC (stereo unspecified)	i	i
CCN1CCN(S(=O)(=O)c2ccc(OC)cc2)CC1	i	i
CCOC(=O)c1ccccc1C(=O)N1CCOCCOCCOCC1	i	i

# Next structures follow.
compound	CHT allo act	CHT block
O=C(c1cc(-c2ccccc2)nc2ccccc12)N1CCOCC1	i	i
CC(=O)Nc1ccc(NC(=S)NC(=O)C2CC2)cc1	i	i
Cc1ccc(C(CC(=O)N2CCCC2)c2ccccc2)c(O)c1 (stereo unspecified)	i	i
O=C1OCC(c2ccccc2)=C1c1ccc(S(=O)(=O)N2CCOCC2)s1	i	i
CC(=O)c1sc(NC(=O)C=C(C)C)nc1C	i	i
CC(C)c1nc(Cl)c(C#N)c2c1CCC2	i	i
COc1ccccc1S(=O)Cc1ccc(C(=O)NCCc2ccc(Cl)cc2)o1 (stereo unspecified)	i	i
COCCCNC(=O)c1ccc(N2CCCC2)c(NS(=O)(=O)c2ccc(C)cc2)c1	i	i
Cc1cccc(NC(=S)NNC(=O)c2nn(C)cc2Cl)c1	i	i
CCOCCCn1c(SCC(=O)N(C)C2CCS(=O)(=O)C2)nc2ccccc2c1=O (stereo unspecified)	i	i

# Other compounds:
compound	CHT allo act	CHT block
CN(C)/C=C/C(=O)c1ccc(-c2ccc(Cl)cc2Cl)o1	i	i
O=C(Nc1cccc(F)c1)c1ccccc1-c1ccccc1	i	i
COc1cc(CCC(=O)NCc2ccc(S(N)(=O)=O)cc2)cc(OC)c1OC	i	i
CCc1ccccc1NC(=O)c1cc(-c2ccco2)on1	i	i
CC(C(=O)OCC(=O)Nc1cccc(S(=O)(=O)N(C)C)c1)N1C(=O)c2ccccc2C1=O (stereo unspecified)	i	i
COc1ccc(S(=O)(=O)c2ccccc2)cc1NC(=O)c1c(F)cccc1F	i	i
O=C(Cc1cccs1)N1CCCC(c2nc3c(nnn3Cc3ccc(F)cc3)c(=O)[nH]2)C1 (stereo unspecified)	i	i
Cc1cc(-c2n[nH]c(=S)n2/N=C/c2ccc(C)s2)n[nH]1	i	i
CN(C(=O)c1cc(C(=O)N(C)c2ccccc2)cc([N+](=O)[O-])c1)c1ccccc1	i	i
CCCCCCCCNC(=O)c1cccnc1SCC(=O)Nc1ccccc1OC	i	i

# The listing continues:
compound	CHT allo act	CHT block
O=C(O)/C(=C\c1ccccc1)c1ccccc1	i	i
CN(CC(=O)NCCc1ccccc1)S(=O)(=O)c1ccc(Br)cc1	i	i
COc1cc(NC(=O)C2CCN(S(=O)(=O)c3ccc(N4CCCC4=O)cc3)CC2)cc(OC)c1	i	i
CCN1CCN(C(=O)CCc2nnc(CCc3c[nH]c4ccccc34)o2)[C@@H](C)C1=O	i	i
CC(NC(=O)c1cc(F)c(F)cc1Cl)c1ccncc1 (stereo unspecified)	i	i
COc1ccc(C2=NOC3(CC(=O)N(c4ccc5ccccc5c4)C3=O)C2)c(OC)c1 (stereo unspecified)	i	i
CCCS(=O)(=O)c1nc(S(=O)(=O)c2ccc(C)cc2)c(NCc2ccccn2)s1	i	i
Cc1ccc(N(CC(O)CN(C)C)S(=O)(=O)c2ccccc2)cc1 (stereo unspecified)	i	i
CN(C)c1ccc(S(=O)(=O)N2CCCCC2)cc1NC(=O)C1=COCCO1	i	i
c1ccc(-n2c(-c3ccco3)nnc2N2CCOCC2)cc1	i	i

# Carrying on:
compound	CHT allo act	CHT block
CCN(CC)c1ccc(/C=N/NC(=O)c2c(-c3ccccc3)noc2C)cc1	i	i
COc1cccc2c(=O)cn[nH]c12	i	i
O=C1N=C(N2CCOCC2)SC1=C1CCCCC1	i	i
CS(=O)(=O)c1ccc(N2CCOCC2)c(S(C)(=O)=O)c1	i	i
CCOC(=O)c1csc(NC(=O)CSc2nnnn2-c2ccc(OC)c(OC)c2)n1	i	i
Cc1ccc(S(=O)(=O)N(CC(=O)N2CCOCC2)C2CCCCC2)cc1	i	i
O=C(N/N=C/c1cccc(F)c1)c1ccc(Cl)cc1	i	i
O=C(CCN1C(=O)C2CCCCC2C1=O)Nc1cc(F)ccc1F (stereo unspecified)	i	i
Clc1ccc(N2CCN(Cc3c[nH]c4ncccc34)CC2)cc1	i	i
CC(C)C(NC(=O)c1ccccc1F)C(=O)NCc1ccc(F)cc1 (stereo unspecified)	i	i

# (cont.)
compound	CHT allo act	CHT block
CCOC(=O)CSc1nc(=O)n2cccc(C)c2n1	i	i
CC1(C)C(CC2OCC(CN3CCCCC3)O2)[C@H]2CC[C@@H]1C2 (stereo partly specified)	i	i
Cc1cc(C)c2nc(C(F)(F)F)nc(N3CCN(C(=O)c4ccco4)CC3)c2c1	i	i
COc1ccc(C(=O)NCCCN2CCOCC2)cc1Br	i	i
Cc1ccc(C)c(NC(=O)CCc2nnc3ccc(N4CCCC4)nn23)c1	i	i
Cc1cc(NC(=O)C(C)SCC(=O)Nc2ccc(Br)cc2Br)no1 (stereo unspecified)	i	i
O=S(=O)(NC1CCCCC1Nc1ccc(Cl)cc1)c1ccccc1 (stereo unspecified)	i	i
CSc1nc(-c2ccc(Cl)cc2)nn1S(=O)(=O)c1ccc(Cl)cc1	i	i
Cc1ccc(NC(=O)COC(=O)CCc2nc3ccccc3c(=O)[nH]2)cc1Cl	i	i
CCN(CC)S(=O)(=O)c1cc(NC(=O)Cn2ncc(Cl)c(Cl)c2=O)ccc1C	i	i

# Four entries from above, arranged by number of heavy atoms, low to high.
compound	CHT allo act	CHT block
COc1ccc(C(=O)NCCCN2CCOCC2)cc1Br	i	i
CSc1nc(-c2ccc(Cl)cc2)nn1S(=O)(=O)c1ccc(Cl)cc1	i	i
Cc1ccc(C)c(NC(=O)CCc2nnc3ccc(N4CCCC4)nn23)c1	i	i
Cc1cc(C)c2nc(C(F)(F)F)nc(N3CCN(C(=O)c4ccco4)CC3)c2c1	i	i

# Next part:
compound	CHT allo act	CHT block
CCN(CC)C(=O)CC(c1ccc(OC)cc1)c1c(O)cc(OC)cc1OC (stereo unspecified)	i	i
Clc1cccc(CN2CCCCCCC2)c1Cl	i	i
Cc1ccc(C)c(OC2=NS(=O)(=O)c3ccccc32)c1	i	i
O=C(C1CC(=O)N(C2CCCC2)C1)N1CCN(c2ccc(F)cc2)CC1 (stereo unspecified)	i	i
Cc1ccc(-c2nnn(CC(=O)N(c3ccccc3F)C(C(=O)NC3CCCC3)c3ccncc3)n2)o1 (stereo unspecified)	i	i
Cc1cc(NC(=O)CSc2nc3c(cc2C#N)CCCC3)no1	i	i
Cc1ccc(-c2nc3ccccc3o2)cc1NC(=S)NC(=O)/C=C/c1ccco1	i	i
COc1ccc(C(CNC(=O)COc2cc(C)ccc2Cl)N2CCCCC2)cc1 (stereo unspecified)	i	i
COc1ccccc1OCc1ccc(C(=O)c2ccccc2)cc1	i	i
CN(CC(=O)N1CCN(c2cccc(Cl)c2)CC1)S(=O)(=O)c1cccs1	i	i

# New compounds follow.
compound	CHT allo act	CHT block
Cc1ccccc1CNc1ncnc2cc(Cl)ccc12	i	i
COc1cccc(-n2c(Cc3cc(=O)[nH]c(=O)[nH]3)nnc2SCC(=O)N2CCC(C)CC2)c1	i	i
O=C(c1ccccc1)C1CCN(C(=O)c2ccco2)CC1	i	i
COc1ccc(NS(=O)(=O)c2ccc3c(c2)[C@H]2C=CC[C@H]2[C@@H](c2ccc(C(=O)O)cc2)N3)cc1	i	i
O=C(O)CCc1nnc2n(Cc3ccc(F)cc3)c(=O)c3ccccc3n12	i	i
COc1cccc(/C=C/C(=O)c2ccc3c(c2)OCCO3)c1OC	i	i
Cc1oc2c(c1C(=O)NC(Cc1c[nH]c3ccccc13)C(=O)O)CCCC2 (stereo unspecified)	i	i
Cc1cccc(C(=O)N[C@H](C(=O)Nc2ccc(S(=O)(=O)NC3=NCCCCC3)cc2)C(C)C)c1	i	i
Cc1cc2occ(CC(=O)NNC(=O)c3ccccc3F)c2cc1C	i	i
COc1cc(CNCc2ccccn2)ccc1OCc1ccc(Cl)cc1Cl	i	i

# One compound at a time, from the list above. Values in the order: CHT allo act | CHT block
# Cc1cccc(C(=O)N[C@H](C(=O)Nc2ccc(S(=O)(=O)NC3=NCCCCC3)cc2)C(C)C)c1 reads i | i
# Cc1oc2c(c1C(=O)NC(Cc1c[nH]c3ccccc13)C(=O)O)CCCC2 (stereo unspecified) reads i | i

# By substructure: those above with a cyano group
compound	CHT allo act	CHT block
COc1ccccc1CCC(=O)Oc1ccc(C#N)cc1OC	i	i
CC(C)c1nc(Cl)c(C#N)c2c1CCC2	i	i
Cc1cc(NC(=O)CSc2nc3c(cc2C#N)CCCC3)no1	i	i

# New compounds follow:
compound	CHT allo act	CHT block
c1csc(CN2CCOCC2)c1	i	i
O=C(Nc1ncc2c(n1)-c1ccccc1OC2)c1ccc(Cl)cc1	i	i
CSc1ccc(CNC(=O)c2c(C)noc2C)s1	i	i
O=C1C=C(O)CC(c2ccc(Cl)cc2)C1 (stereo unspecified)	i	i
COc1cccc(C=NCC(C)N=Cc2cccc(OC)c2O)c1O (stereo unspecified)	i	i
Cc1csc(NC(=O)C2CC(=O)N(Cc3ccco3)C2)n1 (stereo unspecified)	i	i
CO/N=C/NC(=O)Cc1cn(-c2ncc(C(F)(F)F)cc2Cl)c2ccccc12	i	i
COc1ccc(OCc2nnc(SCC(=O)NC3CC3)n2C)cc1	i	i
CCC(=O)N1CCc2cc(Br)cc(S(=O)(=O)NCc3ccco3)c21	i	i
O=C(NC(=S)Nc1ccccc1C(=O)O)c1ccc(-c2ccc(Br)cc2)o1	i	i

# Continued:
compound	CHT allo act	CHT block
CCOc1ccccc1N1CCN(S(=O)(=O)c2ccc(F)c(F)c2)CC1	i	i
O=C(Nc1ccc(NC(=O)C2CC2)nc1)c1cccc(F)c1	i	i
Cc1cccc(NCc2ccccc2)c1	i	i
O=P(COc1ccccc1)(c1ccccc1)c1ccccc1	i	i
O=S(=O)(c1ccccc1)N1CCN(CC(O)COc2ccc3c(c2)CCC3)CC1 (stereo unspecified)	i	i
Cn1cnc(S(=O)(=O)N2CCN(c3ccc(Cl)cc3)CC2)c1	i	i
O=C(CSc1nc(Nc2ccccc2)nc(N2CCOCC2)n1)Nc1ccc2c(c1)OCCO2	i	i
CCCC(=O)Oc1ccc2c(C)cc(=O)oc2c1	i	i
O=C(OCC(=O)N1CCN(C(=O)c2ccco2)CC1)c1cc(S(=O)(=O)Nc2ccc(Cl)cc2)ccc1O	i	i
O=C(CSc1nnc(CNC(=O)c2cccs2)o1)Nc1cccc(C(F)(F)F)c1	i	i

# The list goes on.
compound	CHT allo act	CHT block
FC(F)(F)c1ccc(CSc2ccccn2)cc1	i	i
CCNC(=S)N(CCc1c(C)[nH]c2ccc(C)cc12)Cc1ccco1	i	i
NS(=O)(=O)c1ccc(CCNC(=O)c2ccc(Cl)cc2[N+](=O)[O-])cc1	i	i
CCOC(=O)[C@H]1[C@H]2COc3ccc(OC)cc3[C@@H]2N2C(=O)c3ccc(C)cc3NC(=O)[C@@]12C	i	i
CCN(CC)CCOC(=O)C1(c2ccccc2)CCOCC1	i	i
Cn1ncc(Br)c1C(=O)NC12CC3CC(CC(C3)C1)C2	i	i
